RNase H inhibition: RNase H inhibition, HIV 1 Gag Pol polyprotein, FRET biochemical assay, screening (AID 372); HIV-1 RT RNase H, FRET RNA/DNA substrate fluorescence; higher % means a stronger effect; actives 0.77% (n = 100,000); inhibition, % at 10 µM, or IC50 in µM where a hit was titrated; in the data active = inhibition above about 50%
The depositor's hits bear a star; & = joins results of further samples. The list is partial. The share of hits here may be higher or lower than overall.

SMILES	RNase H inhibition
CN1C(=O)CC(N2CCN(c3ccc(F)cc3)CC2)C1=O (centres undefined)	0%
COCCNC(=O)c1cccc([N+](=O)[O-])c1C	5%
O=C(Nc1cc(Cl)cc(Cl)c1)C1COc2ccccc2O1 (centres undefined)	6%
COc1ccc(C(=O)CSc2n[nH]c(C)n2)cc1	4%
CCOC(=O)CCNC(=O)CCNC(=O)C(c1ccccc1)c1ccccc1	0%
CCCNc1nc(N2CCOCC2)nc(N2CCOCC2)n1	15%
COC(C)(C)C(=O)C(C(=O)c1ccccc1)/C(=C/C(=O)c1ccccc1)C(C)(C)OC (centres undefined)	9%
O=C(Nc1cccc(O)c1)/C(=C/c1ccc(Br)cc1)NC(=O)c1ccccc1Cl	8%
Cc1ccc2nc(-c3ccc(NC(=O)c4ccccc4I)cc3)sc2c1	10%
CCc1ccc(C(=O)CSC2=C(C#N)C(c3ccc(Br)cc3)C(C(C)=O)=C(C)N2)cc1 (centres undefined)	26%
Oc1ccccc1/C=N/Nc1nnc2c(n1)[nH]c1ccc(Br)cc12	15%
COc1ccc(S(=O)(=O)N2CCN(C(=O)c3ccc(-c4ccccc4)cc3)CC2)cc1	11%
CC(=O)Nc1ccc(S(=O)(=O)NCCSc2ccc(C)cc2)cc1	17%
CS(=O)(=O)N(CC(=O)Nc1ccc(Oc2ccccc2)cc1)c1cccc(Cl)c1	17%
CC(Nc1cc(N2CCN(C)CC2)ccc1[N+](=O)[O-])C12CC3CC(CC(C3)C1)C2 (centres undefined)	4%&9%
CCOC(=O)c1c(NC(=O)CSc2nc3ccccc3[nH]2)sc(C)c1C	10%
Cc1cc(-n2c(C)cc(C=NO)c2C)ccc1I	29%
CCOC(=O)c1cccc(NC(=O)COc2ccccc2)c1	5%
CCOC(=O)c1c(NC(=O)CNC(C)C)sc2c1CCCCC2	6%
NS(=O)(=O)c1cc(C(=O)Nc2ccccc2)ccc1Br	0%
CCCSc1nnc2c(n1)OC(c1ccc(Br)o1)Nc1ccccc1-2 (centres undefined)	16%
Cc1ccc(C(=O)COC(=O)C(C(C)C)N2C(=O)C3C4C=CC(C5CC45)C3C2=O)cc1C (centres undefined)	17%
Cc1nc2c(cc1C(=O)/C=C/c1cccc3ccccc13)CCCC2	22%
O=C1CC(N2CCN(Cc3ccc4c(c3)OCO4)CC2)C(=O)N1c1cc(Cl)cc(Cl)c1 (centres undefined)	9%
O=C(Nc1ccccc1)C(=O)NC1CCCCC1	5%
CC(=O)N/N=C/c1ccc(Sc2ccc(C)cc2)o1	15%
O=C(CSc1ncn[nH]1)c1ccc(O)cc1O	7%
CCOC(=O)c1c(CSc2ccccc2)n(-c2ccccc2)c2cc(Br)c(O)c(CN(C)C)c12	21%
CCN(CC)C1CC(=O)N(c2ccc(Br)cc2)C1=O (centres undefined)	0%
Cc1c(C(=O)Nc2cccc(C(F)(F)F)c2)oc2ccccc12	12%
CN1C(=O)/C(=C\c2ccc(-c3cc(Cl)cc(Cl)c3)o2)SC1=S	8%
Cc1ccc(/C=C/C(=O)O)cc1S(=O)(=O)N1CCCC1	0%
COCCCNC(=O)c1ccc(OC)cc1	13%
O=C(Cc1ccc(Br)cc1)Nc1cc([N+](=O)[O-])ccc1Cl	3%
Cc1ccc2[nH]c3nc(N/N=C/c4c[nH]c5ccccc45)nnc3c2c1	4%
CN(Cc1cc(C(C)(C)C)c(O)c(C(C)(C)C)c1)Cc1cc(C(C)(C)C)c(O)c(C(C)(C)C)c1	16%
COc1ccc(C2(C)N(O)C(C)C(c3ccccc3)=[N+]2[O-])cc1OC (centres undefined)	0%
Cc1occc1C(=O)N/N=C/c1cccs1	2%
Cc1ccc(-c2nc3ccccc3s2)cc1NC(=O)c1cc(I)ccc1Cl	15%
CC(=O)Nc1nnc(Cc2ccc(Cl)cc2)s1	8%

Gathered by group, the entries above with an NH in an aromatic ring.
SMILES	RNase H inhibition
COc1ccc(C(=O)CSc2n[nH]c(C)n2)cc1	4%
Oc1ccccc1/C=N/Nc1nnc2c(n1)[nH]c1ccc(Br)cc12	15%
CCOC(=O)c1c(NC(=O)CSc2nc3ccccc3[nH]2)sc(C)c1C	10%
O=C(CSc1ncn[nH]1)c1ccc(O)cc1O	7%
Cc1ccc2[nH]c3nc(N/N=C/c4c[nH]c5ccccc45)nnc3c2c1	4%

New compounds follow
SMILES	RNase H inhibition
COc1ccc(NC(=S)NC(=O)c2ccco2)cc1	7%
CCOc1ccccc1C(=O)N/N=C/c1cccc(Oc2ccccc2)c1	29%
CC(=O)Nc1ccc(NC(=O)c2ccc(CN3CCOCC3)cc2)cc1	5%
O=C(c1cccc(Br)c1)N1N=C(c2ccc(F)cc2)CC1(O)C(F)(F)F (centres undefined)	22%
CCOc1ccc(OCCOCCOc2cc(Cl)ccc2Cl)cc1	17%
CCOC(=O)c1ccc(N2C(=O)CC(N3CCN(c4ccc(F)cc4)CC3)C2=O)cc1 (centres undefined)	7%
COc1ccc(-c2cc(C(=O)N/N=C/c3cccs3)[nH]n2)cc1	15%
CCOc1ccc(/C=C2\C(=O)NC(=O)N(c3ccc(Cl)cc3)C2=O)cc1	0%
Cc1[nH]n2c(=O)c3c(nc2c1-c1cccc2ccccc12)CCCC3	3%
O=C(COc1ccccc1Cl)Nc1ccc(NC(=O)c2ccc(Cl)cc2Cl)cc1	8%
O=C(Nc1ccc(NC(=O)c2cccc3c(Br)cccc23)cc1)c1ccco1	12%
COC(=O)COc1ccc(C=Nc2ccc(Br)cc2F)cc1	8%
O=C(/C=C/Nc1cccc(C(F)(F)F)c1)c1ccccc1	9%
O=C(CSc1nc2ccccc2s1)Nc1cccc(F)c1	26%
COc1cc(C=O)ccc1OCc1ccc(Cl)cc1Cl	9%
O=C(c1ccccc1)c1cc(Cl)ccc1NS(=O)(=O)c1ccccc1	15%
Cc1cccc(NC(=O)c2c(NC(=O)c3ccc([N+](=O)[O-])cc3)sc3c2CCCC3)c1	1.5µM*
CCc1c(C)nc2[nH]nc(-c3ccc(C)cc3)n2c1=O	10%
O=C(O)c1ccc(NS(=O)(=O)c2cc(Cl)c(Cl)cc2Cl)cc1	5%
CCOC(=O)C1=C(C)N=c2s/c(=C3\C(=O)N(CC)c4ccccc43)c(=O)n2C1/C=C/c1ccccc1 (centres undefined)	13%
Cc1cc(C)cc(OCC(=O)Nc2cccc(-c3nc4ccccc4s3)c2)c1	53%*
COc1cc(NC(=O)c2cc(Cl)ccc2Cl)ccc1NC(=O)c1ccco1	23%
COc1ccc(S(=O)(=O)Nc2ccc([N+](=O)[O-])cc2)cc1	2%
Oc1ccccc1-c1nc(SCc2ccccc2)nc(-c2ccccc2)n1	2%
COc1ccc(Br)cc1/C=C1/SC(=O)N(c2ccccc2)C1=O	0%
O=C(CSc1nnc(-c2ccco2)n1-c1ccccc1)NCc1ccccc1	6%
O=C1CS/C(=N/N=C/c2ccc([N+](=O)[O-])cc2)N1	2%
O=C1C=C(S(=O)(=O)O)c2ccccc2C1=O	7%
Cc1cc(NS(=O)(=O)c2ccc(Nc3nc(-c4ccncc4)cs3)cc2)no1	2%
CN1CCN(c2ccc(S(=O)(=O)Nc3cc(C(=O)O)cc(C(=O)O)c3)cc2[N+](=O)[O-])CC1	0%
CC(=O)Nc1ccc(S(=O)(=O)Nc2cccc3cccnc23)cc1	0%
O=[N+]([O-])c1cc(C(=S)N2CCOCC2)ccc1O	1%
CCOC(=O)c1[nH]c2c([N+](=O)[O-])cccc2c1CC	13%
CCN(CC)CCCCOc1c(C)cc(Cl)cc1Cl	8%
O=C(NCCC1=CCCCC1)c1ccc(Cl)c([N+](=O)[O-])c1	0%
CCn1c(C)nc2c(I)c(O)ccc21	7%
COc1ccc(-c2cc(C(=O)NC3CCCCCCC3)c3ccccc3n2)cc1OC	3%
CCCCNCCCCCCOc1ccc(C(C)C)cc1	13%
Cc1ccc(-c2cc(=O)oc(-c3sccc3C)n2)cc1[N+](=O)[O-]	10%
COc1ccc(C(=O)N2CCCCCC2)cc1	0%
Cc1nc2ccc(Cl)cc2c(-c2ccccc2)c1C(=O)O	0%
CCOC(=O)c1ccc(Nc2ncnc3c2cnn3Cc2ccccc2)cc1	22%
COC(=O)C1=CNC=C(C(=O)OC)C1c1cccc(Oc2ccccc2)c1	19%
CC1(C)CC(=O)C2=C(C1)Nc1ccccc1N(C(=O)Cc1ccccc1)C2c1ccc(-c2ccccc2[N+](=O)[O-])o1 (centres undefined)	16%
CN(Cc1ccccc1)C(=O)CN(c1cccc([N+](=O)[O-])c1)S(=O)(=O)c1ccccc1	19%
CC(C)(C)c1ccc(-c2n[nH]c(=S)o2)cc1	14%
CCCSC1=C(C#N)C(c2ccc(C)o2)CC(=O)N1 (centres undefined)	7%
O=C1c2cccc3cccc(c23)C(=O)N1c1cccnc1	3%
CCOc1ccc(N2C(=O)NC(=O)/C(=C\c3cc(C)n(-c4cccnc4)c3C)C2=O)cc1	14%
Oc1c(Br)ccc(Cl)c1C=Nc1cccc2nsnc12	8%

Shown field by field: 4 of the compounds above
> CN(Cc1ccccc1)C(=O)CN(c1cccc([N+](=O)[O-])c1)S(=O)(=O)c1ccccc1
  RNase H inhibition: 19%

> CC(C)(C)c1ccc(-c2n[nH]c(=S)o2)cc1
  RNase H inhibition: 14%

> CCCSC1=C(C#N)C(c2ccc(C)o2)CC(=O)N1 (centres undefined)
  RNase H inhibition: 7%

> O=C1c2cccc3cccc(c23)C(=O)N1c1cccnc1
  RNase H inhibition: 3%

(next part)
SMILES	RNase H inhibition
O=C(CSc1nnc(-c2ccc(Cl)cc2Cl)o1)Nc1ccccc1	5%
Cc1ccc(C(=O)Nc2cccc(NC(=O)c3ccco3)c2)cc1[N+](=O)[O-]	4%
O=C1OC(c2cccs2)=N/C1=C\c1ccc(-c2ccccc2Cl)o1	24%
CC1=C(C(=O)OCc2ccccc2)C(c2ccccc2F)NC(=O)N1 (centres undefined)	4%
O=C(Cc1ccc([N+](=O)[O-])cc1)N1CCN(c2ccccn2)CC1	16%
COc1ccccc1OCCCCOc1cccc(Oc2ccccc2)c1	32%
Cc1cc(Cl)cc(C)c1OCCCCNCCO	7%
CCOc1cc(/C=C(\C#N)C(=O)c2ccccc2)ccc1O	28%
Cc1ccc2cccc(SCc3ccc([N+](=O)[O-])cc3)c2n1	0%
CCOc1cc(C=O)cc(Cl)c1OCc1cccc(F)c1	10%
CC(C)(C)c1ccc(-c2nc3cc(NC(=O)c4ccc([N+](=O)[O-])cc4Cl)ccc3o2)cc1	27%
CC(Oc1ccccc1)C(=O)Nc1ccc(Cc2ccc(NC(=O)C(C)Oc3ccccc3)cc2)cc1 (centres undefined)	21%
CSc1nc2c(c(=O)n(C)c(=O)n2C)n1C	5%
COc1ccc(NC(=O)CN(c2ccc(C)c(C)c2)S(=O)(=O)c2ccc(C)cc2)cc1Cl	13%
Cc1cc(C)c(C(=O)/C(=C/c2ccc(I)cc2)c2ccccc2)c(=O)[nH]1	11%
COc1ccc(CCN=C(Nc2ccccc2)SC2CC(=O)N(c3ccc(C(=O)O)cc3)C2=O)cc1OC (centres undefined)	9%
CCCCCCOc1ccc(N2C(=O)CC(NCc3ccc4c(c3)OCO4)C2=O)cc1 (centres undefined)	1%
FC(F)(F)c1nc(Nc2cc(Cl)ccc2Cl)sc1-c1ccccc1	3%
O=C1CCCCCC1C1(O)C(=O)Nc2ccccc21 (centres undefined)	8%
O=S(N1CCOCC1)C12CC3CC(CC(C3)C1)C2 (centres undefined)	5%
CC(=O)c1c(-c2ccc(-c3ccccc3)cc2)nc2n(C)c3ccccc3n12	16%
Cc1ccc(/C=N/NC(=O)C2CC2)o1	3%
O=c1cccc(-c2cccc([N+](=O)[O-])c2)o1	0%
CCN(C(=O)CCc1ccccc1)c1ccccc1	13%
COc1ccc(NC(=O)C(OC)c2ccccc2)cc1OC (centres undefined)	6%
Cc1ccc(C2=Nc3ccccc3Nc3c2cc([N+](=O)[O-])cc3[N+](=O)[O-])cc1	19%
CS(=O)(=O)N1CCN(Cc2ccccc2Cl)CC1	0%
Clc1ccc(Cc2nc(-c3ccncc3)no2)cc1	15%
O=C1NC(=S)N/C1=C/c1ccc(OCc2ccc(F)cc2)c(Br)c1	18%
CCN(CC)S(=O)(=O)c1cc(C(=O)NC2CCCCC2)ccc1Cl	6%
NC(=O)c1cnn2c(C(F)(F)F)cc(-c3ccccc3)nc12	6%
Cc1cccc(OCCCCCCN2CCCC2)c1	0%
CCc1c(C)c(C#N)c2nc3ccccc3n2c1N1CCN(C2=NCC(C)(C)S2)CC1	0%
O=C(Nc1ccccc1)c1cc2ccccc2c(C=Nc2cc([N+](=O)[O-])ccc2O)c1O	40%
COc1ccc(OCCn2c(=O)c3cc4c(=O)n(CCOc5ccc(OC)cc5)c(=O)c4cc3c2=O)cc1	0%
O=C(N/N=C/c1ccc(-c2cc(C(F)(F)F)ccc2Cl)o1)c1ccncc1	21%
CCCOC(=O)c1ccc(NC(=O)c2cccc([N+](=O)[O-])c2C)cc1	11%
c1ccc2c(c1)ncn2CCOCCOCCn1cnc2ccccc21	5%
COc1ccc(C(=O)Nc2ccc(F)c(Cl)c2)cc1[N+](=O)[O-]	0%
Cc1ccc(Cc2cnc(NC(=O)c3ccc(Cl)cc3)s2)cc1	10%
Oc1c(Cl)cc(Cl)cc1/C=N/Nc1nnc(-c2ccccc2)c(-c2ccccc2)n1	21%
O=C1C(=O)N(CC2CCCO2)C(c2cccc([N+](=O)[O-])c2)/C1=C(/O)c1ccccc1 (centres undefined)	0%
O=C(N/N=C/C=C(\Br)c1ccccc1)c1ccn[nH]1	25%
